HEK293 cAMP cs: parental HEK293 cAMP activation (counter-screen); parental HEK293 CNG cAMP sensor, membrane potential fluorescence; Potency, µM (doses to about 57.1 µM), inactives show at the highest dose activation, usual class: activators; 73,000 tested, 2.5% active; note: potency is the fitted concentration of half-maximal effect; % of control where 0% means no effect; nearly all actives have a fitted effect of over 55% in size
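Counterscreen for endogenous-receptor signalling: CNG-channel HEK 293 cells report cAMP rise by membrane depolarization. After 60 min dye equilibration with 100 uM RO 20-1724, compounds incubated 30 min before bottom-read fluorescence at 590 nm.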
Casp1 inh: allosteric or competitive inhibitors of human caspase-1; P29466; Caspase-1 enzyme, Ac-WEHD-AFC fluorogenic rate; Potency, µM (highest dose often 57.5 µM), for the others: at the highest dose activity change, negative = inhibition, actives largely listed as inhibitors; 75,000 tested, 0.03% active;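 note: potency is the fitted concentration of half-maximal effect; plate controls were vehicle for no effect and no substrate for full effect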
Target sequence (P29466 120-297 limits assumed): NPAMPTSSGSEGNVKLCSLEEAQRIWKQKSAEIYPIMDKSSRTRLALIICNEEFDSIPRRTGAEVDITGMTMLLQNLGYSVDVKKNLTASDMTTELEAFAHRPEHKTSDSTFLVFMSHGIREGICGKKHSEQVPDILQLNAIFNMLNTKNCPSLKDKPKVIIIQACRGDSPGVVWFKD
Target sequence (P29466 317-404 limits assumed): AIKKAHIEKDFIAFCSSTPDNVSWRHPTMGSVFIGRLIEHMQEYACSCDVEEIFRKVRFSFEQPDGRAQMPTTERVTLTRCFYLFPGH
USP2a inhib: blocks human ubiquitin-specific protease USP2a; O75604; USP2a enzymatic assay, qHTS inhibition; Potency, µM (doses to about 38.3 µM), without a hit: at the highest dose activity change, negative = inhibition, most hits filed as inhibitors; 60,000 tested, 0.1% active;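 note: potency is the fitted concentration of half-maximal effect; nearly all actives have a fitted effect of over 60% in size; plate controls were DMSO for no effect and NEM full inhibition control for full effect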
Target sequence (O75604 whole entry, looked up): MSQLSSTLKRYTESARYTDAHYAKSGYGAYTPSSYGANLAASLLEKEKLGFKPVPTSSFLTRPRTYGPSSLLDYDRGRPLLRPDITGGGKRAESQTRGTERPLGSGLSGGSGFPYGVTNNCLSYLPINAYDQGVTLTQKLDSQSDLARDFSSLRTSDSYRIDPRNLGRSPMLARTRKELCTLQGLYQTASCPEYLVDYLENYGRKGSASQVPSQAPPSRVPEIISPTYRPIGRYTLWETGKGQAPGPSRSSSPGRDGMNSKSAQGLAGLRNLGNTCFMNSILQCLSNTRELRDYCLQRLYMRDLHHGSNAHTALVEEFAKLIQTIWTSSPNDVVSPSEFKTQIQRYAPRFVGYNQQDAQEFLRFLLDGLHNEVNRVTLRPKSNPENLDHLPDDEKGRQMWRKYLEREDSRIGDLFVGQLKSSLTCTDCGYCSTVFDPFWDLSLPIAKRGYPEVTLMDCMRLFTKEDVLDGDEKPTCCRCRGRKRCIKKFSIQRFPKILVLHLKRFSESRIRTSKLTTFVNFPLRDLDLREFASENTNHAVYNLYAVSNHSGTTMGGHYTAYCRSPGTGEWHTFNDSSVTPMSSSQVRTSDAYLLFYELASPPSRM
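USP2 core (20 nM final) was preincubated with compound for 30 min at RT in 20 mM Tris-HCl pH 8.0, 2 mM CaCl2, 2 mM beta-mercaptoethanol; Ub-PLA2 (20 nM) plus NBD C6-HPC (20 uM) then added, fluorescence read after 2.5 h.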
A350 autofl: A350 region autofluorescence; Compound autofluorescence, 340/450 nm, Alexa 350 dye-equivalents; active compounds read high; max dye-equivalent concentration, M; 59,000 tested, 11% active; AID 590; in the data active = max dye-equivalent concentration above about 10 nM; inconclusive = mostly about 1.1 nM to 9.6 nM
Texas Red fluor: compound fluoresces in the Texas Red spectral region; max dye-equivalent concentration, M; AID 587; Compound fluorescence, Texas Red channel, 547/618 nm; active compounds read high; 59,000 tested, 0.06% active; in the data active = max dye-equivalent concentration above about 10 nM; inconclusive = between about 1.1 nM and that limit
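Texas Red-region profiling: compounds in 100 mM Tris pH 8.0 were read at 547/618 nm after 15 min at room temperature. Intensities were normalized against a six-point Texas Red standard series to give dye-equivalent concentration.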
Fluorescein fluor: compound fluoresces in the fluorescein spectral region. Compound autofluorescence, 480/540 nm, fluorescein-equivalent; active compounds read high. max fluorescein-equivalent concentration, M. 59,000 tested, 0.91% active. AID 593; in the data active = max fluorescein-equivalent concentration above about 10 nM; inconclusive = between about 1.1 nM and that limit
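Compounds (23 nL) in 100 mM Tris pH 8.0, 15 min at room temperature, then fluorescence read at 480 nm excitation/540 nm emission. Signal converted to fluorescein-equivalent concentration from an on-plate fluorescein standard curve.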
Caspase-7 inhib: caspase-7 (human) inhibition, allosteric or competitive | P55210 | Potency, µM (highest dose often 57.5 µM), without a hit: at the highest dose activity change, negative = inhibition, most hits filed as inhibitors | recombinant caspase-7, Ac-DEVD-AFC fluorescence rate | 75,000 tested, 0.02% active; active = well fitted inhibition curve with a large enough effect in the main read-out, with a control signal flat, not every such curve was filed as active; inconclusive = small, poorly fitted or top-dose-only effect, or a change in a side signal; note: potency is the fitted concentration of half-maximal effect; % of control where 0% means no effect
BRCT PPI green: inhibitors of human BRCA1 BRCT-phosphoprotein interaction (green fluorophore). BRCA1 BRCT-phosphopeptide binding, green fluorescence polarization. P38398. 75,000 tested, 0.05% active. Potency, µM (titrated, usually from 76.9 µM), for inactives: at the highest dose activity change, negative = inhibition, usual class: inhibitors;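 note: potency is the fitted concentration of half-maximal effect; plate controls were peptide without protein for full effect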
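Compounds were incubated for 12 min at room temperature with a complex of 100 nM fluorescein-tagged pBACH1 decapeptide and 250 nM His-tagged BRCT protein. Buffer was phosphate pH 7.3 with EDTA, DTT and Tween 20. Disruption of binding lowers the polarization signal.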
4-MU autofl: 4-MU region autofluorescence. AID 589. 59,000 tested, 11% active. compound autofluorescence, 340/450 nm, 4-MU equivalents; active compounds read high. max dye-equivalent concentration, M; in the data active = max dye-equivalent concentration above about 10 nM; inconclusive = mostly about 1.1 nM to 9.6 nM
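Compounds in 100 mM Tris, pH 8.0, incubated 15 min at room temperature, then fluorescence read at 340 nm excitation/450 nm emission. Signal converted to 4-MU dye-equivalent concentration using an on-plate six-point 4-MU standard curve.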
BRCT PPI red: BRCT-phosphoprotein interaction inhibition (red fluorophore). P38398. BRCT-phosphopeptide binding, red fluorescence polarization. Potency, µM (top dose mostly 76.9 µM), for inactives: top-dose activity change, negative = inhibition, actives largely listed as inhibitors. 75,000 tested, 0.03% active. AID 892; note: % is set by controls: 0 for no effect and ±100 for the full control effect
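Fluorescence polarization: 100 nM His-tagged BRCA1 BRCT with 100 nM TAMRA-labelled phospho-BACH1 decapeptide, phosphate buffer pH 7.3 with 150 mM NaCl, DTT, 0.01% Tween 20; 12 min RT. Binding inhibition seen as FP decrease.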
Rhodamine autofl: rhodamine region autofluorescence | Rhodamine-region fluorescence, 547/598 nm, Tris buffer; active compounds read high | max dye-equivalent concentration, M | 59,000 tested, 0.05% active | AID 594; in the data active = max dye-equivalent concentration above about 11 nM; inconclusive = between about 1.1 nM and that limit
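qHTS spectral profiling of compounds without any target or enzyme present, in pH 8.0 Tris buffer; plates were read after a 15-minute room-temperature incubation using the rhodamine-region filter set.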
* hit, by the source's call; i = inactive; ? = inconclusive; . = no result given; & = joins results of further samples; [ ] = remark or other dose. Unless noted, calls come from the whole dose curve; as a rule, active = well fitted curve in the direction sought with a large enough effect; inconclusive = small, poorly fitted or top-dose-only effect, or another doubt; inactive = no such curve, though single readings can be large; an effect the other way counts as inactive or inconclusive. Only part of the results is shown. The share of hits here may be higher or lower than overall.

SMILES	HEK293 cAMP cs	Casp1 inh	USP2a inhib	A350 autofl	Texas Red fluor	Fluorescein fluor	Caspase-7 inhib	BRCT PPI green	4-MU autofl	BRCT PPI red	Rhodamine autofl
Cc1nccc2[nH]c(=O)c(C(=O)NCCCN(C)C3CCCCC3)cc12	8.2%	0.3%	2.0%	?	i	?	0.9%	-1.1%	?	-2.0%	i
CC(C)Sc1ncnc2c1oc1ccccc12	10.0%	-2.2%	4.6%	i	i	i	-0.2%	1.6%	i	-1.0%	i
CCC(=O)NCCc1cc2cc(C)c(C)cc2[nH]c1=O	-9.1%	0.2%	17.0%	?	i	i	0.8%	-0.1%	?	-1.5%	i
FC(F)(F)Oc1ccc(Nc2nc3ccccc3o2)cc1	3.9%	0.2%	-0.9%	i	i	i	1.1%	0.2%	i	-1.5%	i
COc1cc(S(=O)(=O)n2c(C)nc3ccccc32)ccc1F	?	3.8%	-5.6%	i	i	?	-0.9%	-0.7%	i	-0.9%	i
Cc1ccc(-c2sc(C)nc2CC(=O)O)cc1	0.4%	-1.1%	-6.3%	i	i	?	-0.2%	-0.9%	i	-1.7%	i
CCOc1ccccc1OCCCCN1CCCC1	8.0%	2.6%	-5.8%	i	?	i	-0.6%	-0.3%	i	-0.5%	i
Cc1ccc(NC(=O)C2C3C=CC4(CN(Cc5cccnc5)C(=O)C24)O3)cc1F (stereo unspecified)	4.9%	-0.7%	.	.	.	.	-1.5%	-0.2%	.	1.8%	.
COC(=O)c1cc(-c2c(C)oc3cc(OC(C)C)ccc3c2=O)c(C)o1	23.3%	-2.6%	18.7%	i	i	?	-0.4%	2.2%	i	-1.5%	i
CCOC(=O)c1cc2sccc2n1CC(=O)N1CCc2ccccc21	15.8µM*	-2.3%	98.1%[activator]	i	?	i	-0.5%	-1.3%	i	1.3%	i
CCOC(=O)c1cnc(-c2cccc(OC)c2)[nH]c1=O	17.2%	-2.8%	8.8%	i	i	?	0.3%	-1.4%	i	1.0%	i
CC(C)C(=O)Nc1cc(C(F)(F)F)ccc1N1CCOCC1	6.3%	-0.8%	4.3%	i	?	i	0.1%	-0.3%	i	1.3%	i
CCn1c(CSc2nncn2-c2ccc(OC)cc2)nc2cc(S(=O)(=O)N(C)C)ccc21	10.4%	-1.7%	1.7%	?	?	i	-1.3%	-0.5%	i	0.0%	i
CCc1nc(SCc2ccc(C(=O)OC)o2)c2c(=O)n(C)c(=O)n(C)c2n1	3.1%	0.4%	.	.	.	.	0.6%	4.8%	.	-0.9%	.
O=C(CN(Cc1ccccc1Cl)C(=O)Cn1nnc(-c2cccs2)n1)NCC1CCCO1 (stereo unspecified)	11.9%	-1.2%	.	i	i	i	-1.3%	0.3%	i	0.5%	i
Cc1ccc(C)c(N2C(=O)CC(N3CCN(Cc4ccc5c(c4)OCO5)CC3)C2=O)c1 (stereo unspecified)	10.0%[11.4 µM]	0.6%	20.0%[7.66 µM]	.	.	.	2.1%	-1.2%	.	-1.6%	.
CCOC(=O)c1cc(NC(=O)C2CCCO2)cc(C(=O)OCC)c1 (stereo unspecified)	2.4%	-0.4%	10.2%	i	?	i	0.0%	2.3%	i	-3.0%	i
O=C(NO)c1ccccc1O	.	.	.	i	i	i	.	.	i	.	i
Cc1onc(-c2c(Cl)cccc2Cl)c1C(=O)Nc1c(C)n(C)n(-c2ccccc2)c1=O	12.1%	-0.1%	-3.7%	i	i	i	2.6%	-0.7%	i	-1.0%	i
Cn1cc(C2=C(c3ccc(Cl)cc3Cl)C(=O)NC2=O)c2ccccc21	-11.4%&-6.1%	-8.8%	18.5%	i	i	4.98e-07M*	-17.8%	66.6%[activator]	i	29.4%	?
COc1ccc(N2CCN(Cc3nc(N)nc(N4CCCc5ccccc54)n3)CC2)cc1	1.5%	-2.3%	37.4%[activator]	i	i	i	1.1%	-4.0%	i	0.0%	i
COc1ccccc1NC(=O)c1ccc(Br)o1	19.0%	-2.3%	-1.1%	i	i	i	-1.9%	-3.0%	i	0.5%	i
COc1ccc(CCNS(=O)(=O)c2cccc(F)c2)cc1OC	3.5%	-2.2%	7.2%	i	?	?	1.2%	-1.6%	i	-0.6%	i
Nc1cc(=O)[nH]c(SCCNS(=O)(=O)c2ccccc2)n1	-1.3%	-0.1%	4.2%	i	i	i	0.0%	0.0%	i	-0.2%	i
Cc1nnc2n(CCc3ccccc3)c(=O)c3c4c(sc3n12)CCCC4	0.9%	2.0%	-0.2%	?	i	i	1.1%	0.3%	i	0.1%	i

Remaining list, next part:
SMILES	HEK293 cAMP cs	Casp1 inh	USP2a inhib	A350 autofl	Texas Red fluor	Fluorescein fluor	Caspase-7 inhib	BRCT PPI green	4-MU autofl	BRCT PPI red	Rhodamine autofl
COc1ccc(CCNC(=O)CSc2nc(-c3ccco3)cc(C(F)(F)F)n2)cc1	?	-1.3%	.	i	i	i	2.3%	-0.2%	i	1.1%	i
Oc1cccc(Nc2ccccc2)c1	-17.2%	-2.8%	.	.	.	.	-2.4%	-2.0%	.	-1.0%	.
COc1cccc(-c2cncnc2NCc2cccc(C)c2)c1	?	-6.6%	-1.5%	i	i	i	-5.8%	1.3%	i	-1.6%	i
Cc1ccc(NC(=O)CSc2nc3ccccc3c(=O)n2CCCC(=O)N2CCCC2)cc1	?	3.3%	49.0%[activator]	i	i	i	1.6%	2.0%	i	0.6%	i
CC[C@]1(O)CC2CN(CCc3c([nH]c4ccccc34)[C@@](C(=O)OC)(c3cc4c(cc3OC)N(C=O)[C@H]3[C@@](O)(C(=O)OC)[C@H](OC(C)=O)[C@]5(CC)C=CCN6CC[C@]43[C@@H]65)C2)C1 (stereo partly specified)	.	.	.	i	i	i	.	.	i	.	i
O=C(CSc1nnc(-c2ccccc2)o1)c1ccc2c(c1)OCCO2	?	-0.9%	-2.5%	?	i	i	-1.3%	-1.1%	?	-0.1%	i
Cc1noc(C)c1-c1ccc2ncnc(NCCN3CCOCC3)c2c1	24.5%	1.5%	9.7%	i	i	i	-2.5%	-0.2%	i	-2.9%	i
COC(=O)c1ccc(S(=O)(=O)N2CCCCCC2)cc1	14.7%	-0.1%	-2.8%	i	i	i	1.8%	-0.7%	i	-1.5%	i
Cn1c(SCc2ccc(C#N)cc2)nnc1-c1cccc(Cl)c1	17.5%	1.5%	9.6%	?	i	i	0.2%	-0.9%	?	-1.6%	i
O=C(NC1CCCCCCC1)c1ccco1	-3.7%	-8.6%	4.5%	2.01e-08M*	i	i	-7.4%	-0.1%	1.89e-08M*	-2.2%	i
COc1cc(NS(=O)(=O)c2ccc(N)cc2)ncn1	2.9%[25.6 µM]	4.8%	-13.4%	i	i	?	2.3%	-0.1%[3.08 µM]	i	-1.4%	i
O=C(CCCN1CCC(O)(c2ccc(Cl)cc2)CC1)c1ccc(F)cc1	1.9%	2.6%	10.0%	?	?	?	1.3%	-2.4%	i	-2.0%	i
CCc1nnc(SCc2ccc(CSc3nnc(CC)n3N)cc2)n1N	-2.6%	4.1%	2.7%	i	i	?	-0.7%	-2.0%	i	0.6%	i
Cc1cccc(Nc2nc(N)nc(CN3CCC(C)CC3)n2)c1C	19.6%	-5.9%	2.1%	5.75e-08M*	i	i	-8.6%	-3.2%	3.7e-08M*	-1.8%	i
O=C(Nc1ccc2oc(-c3ccc(F)cc3)nc2c1)c1ccccc1F	4.2%	-2.0%	-3.3%	2.61e-08M*	i	?	-1.7%	-2.2%	4.01e-08M*	-0.6%	i
COc1ccc(-c2nc(CS(=O)CC(=O)NCc3ccco3)c(C)o2)cc1 (stereo unspecified)	1.1%	-4.1%	.	.	.	.	-1.1%	-2.0%	.	0.5%	.
OC(COc1cccc(OCC(O)CN2CCOCC2)c1)CN1CCOCC1 (stereo unspecified)	22.6%	-0.9%	4.4%	i	i	i	0.0%	-3.7%	i	-1.2%	i
COc1ccc(CCNc2nc(-c3ccco3)cc(C(F)(F)F)n2)cc1OC	?	-3.6%	-14.8%	i	i	?	-2.0%	1.5%	i	-0.5%	i
Cn1cccc1Cc1nnc(SCC(=O)NCc2ccccc2Cl)n1-c1ccc(F)cc1	9.1%	-1.1%	.	.	.	.	-4.3%	-0.3%	.	-1.0%	.
COCCn1nnnc1C(CC(C)C)N1CCN(C(=O)c2ccco2)CC1 (stereo unspecified)	20.4%	-1.9%	.	i	i	i	0.4%	-0.7%	i	0.3%	i
COc1ccc(Cl)cc1NC(=O)Cn1cccc1	22.6%	0.1%	5.3%	i	i	?	0.3%	-0.3%	i	-2.5%	i
O=C(Oc1oc(-c2ccco2)nc1C=Nc1ccccc1)c1ccco1	.	.	.	i	i	i	.	.	i	.	i

Looked up above.
`CCc1nnc(SCc2ccc(CSc3nnc(CC)n3N)cc2)n1N` in HEK293 cAMP cs is listed with -2.6%
`COc1ccc(Cl)cc1NC(=O)Cn1cccc1` in HEK293 cAMP cs is listed with 22.6%

Part of the list above, limited to Fluorescein fluor and BRCT PPI red:
SMILES,Fluorescein fluor,BRCT PPI red
COc1ccc(-c2nc(CS(=O)CC(=O)NCc3ccco3)c(C)o2)cc1 (stereo unspecified),.,0.5%
OC(COc1cccc(OCC(O)CN2CCOCC2)c1)CN1CCOCC1 (stereo unspecified),i,-1.2%
COc1ccc(CCNc2nc(-c3ccco3)cc(C(F)(F)F)n2)cc1OC,?,-0.5%

Bioassay records deposited in PubChem BioAssay by National Center for Advancing Translational Sciences (NCATS).
